Screening results: PubChem BioAssay, The Scripps Research Institute Molecular Screening Center
HTRA1 inh: HTRA1 (human) protease inhibition. 0.5% of 340,000 active. recombinant HTRA1, FP-rhodamine activity-based probe, fluorescence polarization. inhibition, % at 5.96 µM; in the data active = inhibition above about 36%;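 also: 0% = enzyme with DMSO and 100% = wells lacking enzyme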
Target sequence (Q92743 whole entry, looked up): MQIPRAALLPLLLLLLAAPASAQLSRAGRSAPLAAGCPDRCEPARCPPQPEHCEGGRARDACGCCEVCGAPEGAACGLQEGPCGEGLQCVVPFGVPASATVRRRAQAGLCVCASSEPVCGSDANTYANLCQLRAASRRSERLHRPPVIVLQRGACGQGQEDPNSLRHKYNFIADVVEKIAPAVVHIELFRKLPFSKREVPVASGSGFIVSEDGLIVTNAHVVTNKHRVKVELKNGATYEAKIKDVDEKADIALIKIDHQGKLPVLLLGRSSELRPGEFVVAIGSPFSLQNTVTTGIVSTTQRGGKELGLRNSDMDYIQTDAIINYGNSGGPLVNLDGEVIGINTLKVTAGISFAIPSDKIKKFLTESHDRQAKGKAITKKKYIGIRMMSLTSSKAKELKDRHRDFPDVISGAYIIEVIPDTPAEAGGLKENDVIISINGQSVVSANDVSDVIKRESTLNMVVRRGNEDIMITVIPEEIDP
SIAE inh: inhibitors of human sialic acid acetylesterase SIAE; 0.69% of 370,000 active; AID 1053197; SIAE FP-Rh probe binding, fluorescence polarization; inhibition, % at 9.66 µM; Q9HAT2;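 active = inhibition above a cutoff: mean of compounds within the control limits plus 3 SD of those, cut at about 17% in these data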;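 also: 0% = plate median of compound wells and 100% = probe without SIAE protein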
Tn7 DDE FP: disrupts Tn7 cyclic peptide binding to fibrin D-Dimer-E complex | FP displacement of FITC-Tn7 peptide from fibrin DD(E); 0% = median of compound wells per plate | inhibition, % at 8.3 µM | 0.13% of 370,000 active | P02675;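 active = inhibition above the mean of compounds falling within the control limits plus 3 SD of them, cut at about 14% in these data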;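 also: 0% = plate median of compound wells and 100% = 10 µM Aha-Tn7 peptide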
Target sequence (P02675 whole entry, looked up): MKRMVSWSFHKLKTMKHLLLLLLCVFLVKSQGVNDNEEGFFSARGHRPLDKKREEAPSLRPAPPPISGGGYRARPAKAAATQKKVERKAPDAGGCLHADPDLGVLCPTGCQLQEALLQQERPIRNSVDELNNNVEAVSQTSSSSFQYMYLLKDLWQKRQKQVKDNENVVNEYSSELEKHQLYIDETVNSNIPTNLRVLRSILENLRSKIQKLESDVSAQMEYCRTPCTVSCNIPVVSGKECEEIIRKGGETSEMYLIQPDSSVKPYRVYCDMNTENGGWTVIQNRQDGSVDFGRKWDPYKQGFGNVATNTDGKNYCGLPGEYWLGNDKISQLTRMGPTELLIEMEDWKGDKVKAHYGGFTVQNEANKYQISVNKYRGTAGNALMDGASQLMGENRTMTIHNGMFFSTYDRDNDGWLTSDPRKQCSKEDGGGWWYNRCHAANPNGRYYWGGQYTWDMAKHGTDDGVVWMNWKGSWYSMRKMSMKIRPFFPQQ
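Test system: human clot-derived fibrin DD(E) complex / Quantity: 2 µM final DD(E) protein / Incubation: 10 min plus 3 h, room temperature / Measured by: fluorescence polarization / Benchmarks: high control of 10 µM Aha-Tn7 peptide / Replicates: singlicate testing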
LEDGF integ inh: blocks HIV-1 LEDGF/p75-dependent DNA integration | TR-FRET IN-LEDGF/p75 DNA integration, Eu/Cy5 | inhibition, % at 3.7 µM | 0.64% of 370,000 active | AID 743269;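 active = inhibition above the screen-wide mean plus 3 SD, cut at about 13% in these data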;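 also: signal is the Cy5 over europium emission ratio at 671 and 618 nm; 0% = plate median of compound wells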
TDP2 absorb: TDP2 (human) inhibition, absorbance primary screen. O95551. recombinant TDP2, T5PNP hydrolysis, p-nitrophenol absorbance 415 nm. inhibition, % at 12.8 µM. 0.34% of 370,000 active. AID 720702;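 active = inhibition above the mean of all tested compounds plus 3 SD, set per campaign, cut at about 25% in these data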;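 also: 0% = DMSO with enzyme and 100% = buffer with substrate but no TDP2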
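System – recombinant human TDP2 · Quantity – TDP2 enzyme at 120 nM final · Doses – single concentration, 12.8 µM nominal, with 1% DMSO · Incubation – 2 h at 37 °C · Measured by – epi absorbance of p-nitrophenol freed from T5PNP by hydrolysis · Read-out – % inhibition relative to enzyme-containing and enzyme-free wells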
UHRF1 binding: UHRF1 methyl-DNA binding inhibition; UHRF1 binding to methylated oligo, TR-FRET; inhibition, % at 4.4 µM; 0.75% of 370,000 active; AID 687016; in the data active = inhibition above about 21%;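 also: UHRF1 SRA domain binding a hemimethylated CpG hairpin DNA probe; 0% = median of test compound wells and 100% = reference inhibitor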
TCR-CD3 inh: human TCR-CD3 binding inhibition; inhibition, % at 9.4 µM; TAMRA-labeled TCR probe fluorescence, biochemical; 0.37% of 360,000 active; AID 651800; in the data active = inhibition above about 19%;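 also: recombinant mutant TCR 2C K166C tagged with TAMRA read by polarization; 0% = receptor in buffer alone and 100% = receptor with positive control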
PRMT1 FP inh: blocks human protein arginine methyltransferase 1. Q99873. recombinant PRMT1, activity-based probe fluorescence polarization. inhibition, % at 2.79 µM. 1.3% of 370,000 active. AID 652257;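 active = inhibition above about 21% made by adding two undisclosed values, limit read from the data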
PG9 Ab binder: binds the HIV-1 gp120 antibody PG9; 0.43% of 360,000 active; TR-FRET gp120-PG9 antibody binding; inhibition, % at 6.7 µM; AID 624416; in the data active = inhibition above about 8.5%
ABHD4 inh: inhibitors of mouse ABHD4 | purified mABHD4, FP-Rh probe fluorescence polarization | inhibition, % at 8.92 µM | 0.54% of 370,000 active | AID 720543;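 active = inhibition exceeding the mean over every tested compound plus 3 SD, cut at about 30% in these data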;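 also: 0% = plate median of compound wells and 100% = S159A mutant with DMSO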
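Assay system: Wild-type mouse ABHD4 protein | Medium: HEPES pH 7.0 buffer, 150 mM NaCl, 0.01% Pluronic F-127 | Incubation: Enzyme–compound pre-incubation 45 min, then probe 60 min, both 25 °C | Technique: Fluorescence polarization with parallel and perpendicular emission, 525/598 nm | Evaluation: % inhibition of FP-Rh probe binding versus controls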
Active calls of the source: *; / = no result given.

HTRA1 inh	SIAE inh	Tn7 DDE FP	LEDGF integ inh	TDP2 absorb	UHRF1 binding	TCR-CD3 inh	Compound	PRMT1 FP inh	PG9 Ab binder	ABHD4 inh
-2	3	2	1	7	0	9	COc1cccc(OC)c1C(=O)N1CCN(C(=O)c2ccc(-c3ccccc3)cc2)CC1	-3	-1.7	5
-7	7	3	4	8	-1	0	COc1ccc(N2CCN(C(=O)c3cc(=O)[nH]c4ccccc34)CC2)cc1	-4	-0.5	-2
-48	-22	-3	-1	-3	4	6	C=CCSc1nsc(NC(=O)Nc2cccc(C(C)=O)c2)n1	-2	0.0	-65
-4	-4	6	-9	-2	4	-3	Cc1ccc2[nH]c(=O)c3cc(C(=O)N(C)c4ccccc4C)sc3c2c1	4	-0.9	1
-21	-6	2	-1	-10	-2	-6	Cc1cn(C2OC(COC(=O)c3ccccc3)C(OC(=O)c3ccccc3)C2OC(=O)c2ccccc2)c(=O)[nH]c1=O (configuration not stated)	1	-0.5	4
6	1	1	0	-3	0	13	CCCCn1nc(NS(=O)(=O)c2cccc3nonc23)c2cc3cccc(C)c3nc21	1	-1.0	23
6	8	0	1	-5	4	-6	CC(=O)c1ccc(NC(=S)Nc2ccc3[nH]c(=O)[nH]c3c2)cc1	11	0.7	-2
-10	3	0	-8	-3	6	-8	Cc1ccc(-c2cc(C(=O)O)c3sc(N4CCCCC4)nc3n2)cc1	5	1.5	1
2	2	2	0	4	-2	5	Cc1cc(=O)n2[nH]c(NCc3ccccc3F)nc2n1	2	-1.3	5
3	2	0	-10	-8	3	-6	CCOC(=O)C1CCN(C(=O)CCS(=O)(=O)Cc2ccccc2)CC1	3	-0.3	-5
-77	-6	4	1	7	-1	-1	Cc1ccc(CNC(=O)c2ccc(Cn3cc(-c4ccc(C)cc4)nc3-c3ccncc3)cc2)cc1	2	0.1	-11
3	-7	5	-7	-8	3	-3	Cc1nn(-c2ccccc2Cl)c(Cl)c1/C=C(\C#N)C(N)=O	1	-1.9	-8
6	8	-2	-5	-3	0	-2	CCCCC1(C)NC(=O)N(CC(=O)N2CCc3ccccc32)C1=O (configuration not stated)	0	1.4	3
-3	-3	-4	-2	2	-1	-2	CCOC(=O)c1c(NC(=O)C(=O)N/N=C/c2ccccc2OC)sc2c1CCCCC2	0	-1.6	3
0	1	0	-3	5	-2	2	O=C(NC1CCCCCC1)c1cccnc1Sc1ccc(Cl)cc1	-2	-3.9	5
-12	3	-1	0	2	0	-2	COc1ccccc1CNC(=O)c1[nH]c(C)c(C(C)=O)c1C	1	-0.6	4
-68	3	6	1	-6	-3	5	COCc1nnc(NC(=O)c2ccccc2Oc2ccccc2)s1	-2	0.7	-1
-1	0	0	2	5	-1	0	COCCNC(=O)CCC1CCN(Cc2ccc(-c3ccccc3)cc2)CC1	-1	1.6	-5
/	-4	4	-5	1	3	/	Cc1ccc(NC(=O)[C@H]2CC(=O)O[C@@H]2c2ccccc2)c(C)c1	2	/	-7
8	2	-3	2	-11	-1	2	COc1ccc(Nc2nc(NN)nc(Nc3ccc(OC)cc3)n2)cc1	0	-1.6	8
-6	-1	6	0	9	0	7	Cc1ncc(S(=O)(=O)c2ccc(Cl)cc2)c(-c2ccccc2)n1	-1	1.1	2
-1	4	-2	-2	2	2	1	CCC(COC(C)=O)Nc1nc2c([nH]1)c(=O)n(C)c(=O)n2C (configuration not stated)	3	-0.7	-3
-4	0	-3	0	1	5	3	Cc1ccc(NC(=O)CN(C)C(=O)Cn2nnc(-c3ccccc3C)n2)cc1	-1	-3.4	-4
-15	3	2	3	2	4	-10	Cc1ccc(C)c2c3c([nH]c12)-c1nonc1CC3	0	-0.2	-1
7	9	-5	-2	4	0	5	O=C(CSc1nnc(-c2ccccc2F)n1CCc1ccccc1)Nc1ccc2[nH]c(=O)[nH]c2c1	-1	-0.7	13

Overlap with the part before: 5 compounds; new compounds follow.
HTRA1 inh	SIAE inh	Tn7 DDE FP	LEDGF integ inh	TDP2 absorb	UHRF1 binding	TCR-CD3 inh	Compound	PRMT1 FP inh	PG9 Ab binder	ABHD4 inh
-6	-1	6	0	9	0	7	Cc1ncc(S(=O)(=O)c2ccc(Cl)cc2)c(-c2ccccc2)n1	-1	1.1	2
-1	4	-2	-2	2	2	1	CCC(COC(C)=O)Nc1nc2c([nH]1)c(=O)n(C)c(=O)n2C (configuration not stated)	3	-0.7	-3
-4	0	-3	0	1	5	3	Cc1ccc(NC(=O)CN(C)C(=O)Cn2nnc(-c3ccccc3C)n2)cc1	-1	-3.4	-4
-15	3	2	3	2	4	-10	Cc1ccc(C)c2c3c([nH]c12)-c1nonc1CC3	0	-0.2	-1
7	9	-5	-2	4	0	5	O=C(CSc1nnc(-c2ccccc2F)n1CCc1ccccc1)Nc1ccc2[nH]c(=O)[nH]c2c1	-1	-0.7	13
-6	-2	7	-3	-5	-1	-1	C(=C\c1cc(/C=C/c2ccccc2)ncn1)/c1ccccc1	-2	0.3	-3
-28	-12	-2	11	4	5	-3	CCOc1ccccc1N1CCN(S(=O)(=O)c2ccc3c4c(cccc24)C(=O)N3)CC1	5	-2.0	4
/	9	3	6	-3	2	-9	COc1cccc(CNC(=O)C2(C)CCCCN2C)c1 (configuration not stated)	-4	-0.6	-6
-6	2	-3	-6	2	0	5	COc1cc(CNC(=O)CCC(=O)N2C[C@H]3C[C@H](C2)c2cccc(=O)n2C3)cc(OC)c1OC	-1	-1.4	2
0	-5	-2	3	-13	0	-1	O=S(=O)(/N=C(/Nc1ccccn1)c1ccccc1)c1ccc(F)cc1	-4	-3.5	-10
-9	-2	0	0	5	1	-2	CC1CCN(S(=O)(=O)c2ccc3c(c2)oc(=O)n3CC(=O)NCc2ccc3c(c2)OCO3)CC1	2	1.8	-7
-2	3	7	2	-9	0	2	COCC(=O)NC(c1ccccc1)c1ccccc1	-5	-0.9	-3
-44	0	1	0	4	0	6	O=C(CSc1nc2ccccc2o1)N1c2ccccc2Sc2ccc(C(F)(F)F)cc21	-2	1.8	-29
54*	11	0	-5	7	-2	-2	Cc1cccc(NC(=O)Oc2ccc(Cl)c3cccnc23)c1	1	-1.0	-1
-38	-8	2	-4	0	-1	0	COc1ccc(C(=O)Nc2ccc3oc(Cc4ccc(Cl)cc4)nc3c2)cc1OC	2	-1.4	-19
-2	-5	0	-1	-6	2	7	Cc1cc(C)cc(Nc2cc(=O)n(C3CCCCC3)c(=O)[nH]2)c1	-5	-4.3	2
5	16	2	-1	2	0	3	COc1ccc(-c2cc(C(=O)Nc3cc(C)on3)no2)cc1	-2	1.8	0
-19	-61	-8	-6	-2	2	-46	CCN1C(=O)/C(=C/C=C2/Sc3ccc4ccccc4c3N2CCO)SC1=S	44*	-1.7	-65
5	1	-3	2	13	0	4	Cc1cc(C)nc(N2CCCC(C(=O)NC3CC3)C2)n1 (configuration not stated)	0	-2.3	4
/	-8	2	1	2	-1	/	C#Cc1cccc(Nc2ncnc3cc(OCCOC)c(OCCOC)cc23)c1	-5	/	-9
5	2	-5	-3	4	-3	8	O=C(Nc1ccc(Cl)c([N+](=O)[O-])c1)c1cnccn1	1	-0.3	9
-1	6	1	0	-13	2	7	CCN1CCN(c2ccc(S(=O)(=O)N3CCOCC3)cc2NC(=O)c2ccc(Cl)s2)CC1	-5	-0.4	1
/	2	1	0	-8	3	-7	CC(=O)N1c2ccccc2N=C(c2ccc(C(F)(F)F)cc2)C1C(=O)NC(C)C (configuration not stated)	-6	3.0	-4
6	7	3	-4	-1	-1	3	CCN(CC(=O)NCc1ccc(F)cc1)C(=O)c1ccc(Cl)cc1	-1	-1.7	0
28	-6	5	-24	91*	11	-8	Cn1nc(-c2ccccn2)nc2c(=O)n(C)c(=O)nc1-2	4	-3.7	-1
/	1	-12	1	-5	0	-2	Cc1ccccc1C(=O)Nc1nnc([C@@H]2C[C@H](O)[C@@H](CO)O2)s1	-1	-0.8	-4
1	1	-6	3	8	-4	6	O=c1[nH]ncc(N2CCCCC2)c1Cl	-4	-0.2	0
-9	-2	-4	-3	-4	4	3	Cc1cc(SCC(=O)N2CCCC2=O)nc2c(C)cccc12	0	1.2	4
6	3	5	-1	12	-1	0	COc1ccc(OCCCC(=O)Nc2ccc(N3CCOCC3)cc2)cc1	1	-2.0	0
7	5	-1	2	14	-2	4	CSc1nsc(SC)c1C(N)=O	-3	-0.1	0
1	-3	0	-1	1	2	5	CC(C)(C)c1ccc(C(=O)NCCC(=O)N2CCN(c3ncccn3)CC2)cc1	-1	-0.2	5
0	-1	-4	0	1	-2	0	O=C1NC(=O)C(c2ccccc2)(c2ccc(Cl)cc2Cl)N1 (configuration not stated)	-9	-2.7	-6

Full records from above. Order of values: HTRA1 inh	SIAE inh	Tn7 DDE FP	LEDGF integ inh	TDP2 absorb	UHRF1 binding	TCR-CD3 inh	PRMT1 FP inh	PG9 Ab binder	ABHD4 inh
`CCOc1ccccc1N1CCN(S(=O)(=O)c2ccc3c4c(cccc24)C(=O)N3)CC1` as listed: -28	-12	-2	11	4	5	-3	5	-2.0	4
`O=c1[nH]ncc(N2CCCCC2)c1Cl` as listed: 1	1	-6	3	8	-4	6	-4	-0.2	0
